Wee1 stabilizer: Wee1 degradation inhibitors, primary screen, cell-based, HeLa, Wee1K328M-luciferase, luminescence. HeLa Luc-Wee1K328M stability; 100% = proteasome inhibitor MG132 effect. reporter increase, % at 5 µM. 220,000 tested, 1.2% active;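 active = activation above the mean of all tested compounds plus 3 SD, set per screening run, cut at about 8.8% in these data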;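 also: cells exposed to compound for 20 h before luminescence read; 0% = DMSO alone and 100% = MG132 at 30 µM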
Thrombin inh: human alpha-thrombin inhibitors, primary screen, counter-screen for coagulation protease inhibitor project, biochemical, 1536-well, fluorogenic AMC substrate; Prothrombin (Homo sapiens), P00734; Boc-VPR-AMC fluorogenic substrate cleavage; inhibition, % at 5 µM; 220,000 tested, 0.26% active;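 active = inhibition at or above 40%; inactive = inhibition below 40%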;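 also: 0% = enzyme with no compound and 100% = wells without enzyme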
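System: human alpha-thrombin protein; Compound dosing: one concentration per compound, 5 µM, with 0.2% DMSO; Timing: reaction at room temperature; Technique: AMC fluorescence, 355/460 nm; Controls: enzyme without compound as high, wells lacking enzyme as low.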
hK5 inh: human KLK5 protease inhibitors, primary screen, biochemical, 1536-well; inhibition, % at 5 µM; AID 873, 2007; recombinant hK5, fluorogenic AMC substrate cleavage; 210,000 tested, 0.59% active;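 active = inhibition of 40% or more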;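 also: 0% = enzyme controls without compound and 100% = no-enzyme blanks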
Target sequence (Q9Y337 67-293 limits assumed): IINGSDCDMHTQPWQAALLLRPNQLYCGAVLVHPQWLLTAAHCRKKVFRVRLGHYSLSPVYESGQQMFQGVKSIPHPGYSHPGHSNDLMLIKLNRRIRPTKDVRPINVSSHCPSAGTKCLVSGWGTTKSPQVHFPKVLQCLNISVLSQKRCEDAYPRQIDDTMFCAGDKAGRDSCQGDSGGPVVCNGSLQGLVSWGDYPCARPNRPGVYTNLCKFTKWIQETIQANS
FXIIa inh: human FXIIa protease inhibitors, primary screen, biochemical, 1536-well | AID 800, 2007 | purified FXIIa, Boc-QGR-AMC fluorogenic substrate, 2 h | 220,000 tested, 0.3% active | inhibition, % at 5 µM | Coagulation factor XII (Homo sapiens), P00748; in the data active = inhibition above about 40%;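 also: 0% = enzyme with no compound and 100% = blank without enzyme; many of its hits are not listed in these tables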
Target sequence (P00748 20-372 limits assumed): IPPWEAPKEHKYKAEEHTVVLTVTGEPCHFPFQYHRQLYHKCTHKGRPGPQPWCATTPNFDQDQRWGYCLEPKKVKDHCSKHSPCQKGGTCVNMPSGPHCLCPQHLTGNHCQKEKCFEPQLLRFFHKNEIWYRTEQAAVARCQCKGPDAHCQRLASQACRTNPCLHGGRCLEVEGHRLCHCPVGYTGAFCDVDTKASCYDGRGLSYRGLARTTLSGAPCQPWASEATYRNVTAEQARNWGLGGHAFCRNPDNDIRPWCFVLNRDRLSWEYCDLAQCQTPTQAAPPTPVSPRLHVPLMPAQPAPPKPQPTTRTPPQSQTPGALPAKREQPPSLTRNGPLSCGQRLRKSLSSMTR
Target sequence (P00748 373-615 limits assumed): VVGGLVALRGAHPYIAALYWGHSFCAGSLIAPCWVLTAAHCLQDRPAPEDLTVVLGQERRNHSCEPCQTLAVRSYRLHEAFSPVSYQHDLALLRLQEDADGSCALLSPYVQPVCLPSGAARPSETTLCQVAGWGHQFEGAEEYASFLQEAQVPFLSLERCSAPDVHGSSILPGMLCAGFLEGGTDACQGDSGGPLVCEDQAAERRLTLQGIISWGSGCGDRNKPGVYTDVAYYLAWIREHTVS
PERK inh: block of dimerizer-induced PERK translation repression, primary screen, PERK inhibitor project, CHO PERK-DD cells, SEAP luminescence, HTS; Eukaryotic translation initiation factor 2-alpha kinase 3 (Homo sapiens), Q9NZJ5; inhibition, % at 5.6 µM; 220,000 tested, 0.17% active; AID 1416, 2008; CHO PERK-DD fusion, SEAP luminescence translation reporter;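 active = inhibition above the mean inhibition of all tested compounds plus 3 SD, set separately per screening campaign, cut at about 2.9% in these data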;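 also: PERK kinase domain activated by AP20187 dimerizer at 100 nM; 0% = DMSO with dimerizer and 100% = rapamycin at 8.4 µM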
p97 inhibitor: inhibitors of human p97 ATPase, primary screen, biochemical; Transitional endoplasmic reticulum ATPase (Homo sapiens), P55072; AID 1481, 2009; 220,000 tested, 0.42% active; recombinant p97 ATPase, Kinase-Glo ATP luminescence, 3 h; inhibition, % at 8 µM; in the data active = inhibition above about 15%;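 also: 0% = DMSO vehicle and 100% = wells lacking enzyme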
Furin inhibitor: human furin inhibitors, primary screen, biochemical, fluorescence intensity | P09958 | 220,000 tested, 0.061% active | purified furin, fluorogenic substrate cleavage | inhibition, % at 30 µM; in the data active = inhibition above about 25%; also: inactives centre near -15
Cl transport mod: KCC2 cotransporter modulators, thallium flux, primary screen, cell-based, HEK293 KCC2, FluoZin-2 fluorescence, MLSMR | 190,000 tested, 2.2% active | B-score of Tl+ flux slope (higher = more flux/activation; lower = inhibition) at 10 µM | AID 1456, 2008 | KCC2 cells, thallium flux FluoZin-2 fluorescence | Solute carrier family 12 member 5 (Homo sapiens), Q9H2X9;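 active = thallium flux slope and its plate-corrected score both differing from the plate sample mean at a set confidence after two filtering rounds, in either direction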;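 also: slope of fluorescence scaled to starting intensity during 10 to 20 s after thallium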
FXIa inh: human FXIa protease inhibitors, primary screen, biochemical, 1536-well | Coagulation factor XI (Homo sapiens), P03951 | 220,000 tested, 0.14% active | AID 798, 2007 | inhibition, % at 5 µM | purified FXIa, Boc-Glu-Ala-Arg-AMC fluorogenic substrate;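 active = inhibition of at least 40%; inactive = inhibition below 40%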;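 also: fluorescence of freed AMC excited at 355 nm; 0% = enzyme without compound and 100% = no enzyme blank; many of its hits are not listed in these tables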
* hit, by the source's call; i = inactive; / = no result given; [ ] = remark or other dose. Compounds as they come (roughly 4.4% active in at least one column).

compound	Wee1 stabilizer	Thrombin inh	hK5 inh	FXIIa inh	PERK inh	p97 inhibitor	Furin inhibitor	Cl transport mod	FXIa inh
Clc1ccc(Cc2ccc(SCc3ccccc3)nn2)c(Cl)c1	-3	-6	2	5	0.9	-1	-7	1.3	-7
COc1ccc(C2=Nn3c(nnc3-c3ccccc3)SC2)cc1OC	2	-7	11	-1	-0.5	3	-11[20 µM]	0.46	-11
O=C(NNS(=O)(=O)c1ccc(Cl)cc1)C1CCN(Cc2ccccc2)CC1	-2	-2	-2	13	1.2	3	-17[20 µM]	/	3
COCCn1c(SCc2nc3cc(OC)c(OC)cc3c(=O)[nH]2)nnc1-c1ccncc1	0	-18	-4	-16	1.3	-3	-13[20 µM]	-0.38	-6
COc1cc(OC)c(C(=O)NCC2CCCO2)cc1OC (stereo unspecified)	3	-8	5	9	0.1	3	-27	0.6	1
CC(C)N1CN=C(Nc2nc3ccccc3o2)NC1	-1	0	3	11	0.8	3	-13	0.0067	0
COc1ccc(CCC(=O)OCC(=O)Nc2ccccc2OC(F)F)cc1OC	0	-6	-1	3	2.1	1	-21	-0.51	-3
COc1ccccc1S(=O)(=O)Cc1ccc(C(=O)N2CCN(c3cccc(Cl)c3)CC2)o1	2	-5	-2	7	-1.2	0	-17	-0.23	2
COc1ccc(CN2CCN(C(=O)CC(C)C)CC2)cc1OC	0	13	23	21	1.0	0	-22	0.73	12
O=C(O)c1sc2cc(C(F)(F)F)cnc2c1-c1ccccc1	-4	-3	-15	13	1.2	0	-25[20 µM]	/	5
C/C(=N\NC(=O)Cn1c(C)nc2ccccc21)c1cccs1	0	-2	-23	9	1.0	4	13	-0.084	5
CN(C)C(=O)CSc1cccc2cccnc12	-1	2	-23	1	1.3	12	-23[20 µM]	8.1*	-2
Cc1nc(N2CCN(c3ncccn3)CC2)c2oc3ccccc3c2n1	-4	/	/	/	-1.7	-6	-20[20 µM]	0.013	/
O=C(O)c1ccc2c(c1)ncn2C1CCCCC1	1	3	-9	16	0.3	3	-14[20 µM]	-0.0052	0
CC(C)C(=O)Nc1ccc2c(c1)oc1ccccc12	7	-4	-5	0	-0.9	1	-17[20 µM]	-1.5	-7
CCC(CC)NC(=O)c1cccc(NC(=O)C(C)C)c1	-2	0	-6	9	0.1	3	-3	0.0038	6
COc1ccc(-c2n[nH]c(=S)n2-c2cc(OC)ccc2OC)cc1	-1	-3	1	4	1.4	4	-26	/	-3
CCOc1ccc(-n2c(SCC(N)=O)nc3c(c2=O)SCC3)cc1	0	-2	-22	8	-0.2	0	-7	0.5	-1
CCN(CC)c1nc2ccccc2[nH]1	-2	-3	2	-7	1.8	9	-17[20 µM]	-0.14	-13
CC(=O)N(Cc1ccc(F)cc1)C1=C(NCc2ccccc2)C(=O)c2ccccc2C1=O	-3	-7	-5	3	-0.9	-2	-15[20 µM]	-1.5	-7
O=C(O)CCC/C=C\C[C@@H]1[C@@H](/C=C/[C@@H](O)COc2cccc(Cl)c2)[C@H](O)C[C@@H]1O	1	-4	-14	6	1.3	1	-3	0.055	-4
O=C(N/N=C/c1cccc([N+](=O)[O-])c1)c1cc(-c2ccccc2)nc2ccccc12	3	-7	-24	1	0.9	-4	-25	-0.1	-4
CCCNC(=O)COC(=O)c1ccc(OCC(=O)Nc2ccccc2OC)c(OC)c1	0	-3	-1	-1	0.3	4	-4[20 µM]	0.72	-9
Cn1c(CCN2CCCCCC2)nc2cc(NC(=O)Nc3ccccc3)ccc21	5	2	1	18	0.6	10	-17	-0.72	4
Clc1ccc(COn2c(-c3ccccc3)nc3ccccc32)cc1	-2	-2	1	-7	-0.9	-1	-14	-0.36	2
O=c1[nH]c(/C=C\c2cccs2)nc(O)c1[N+](=O)[O-]	6	8	12	12	0.3	4	-16	0.24	13
Fc1ccc(NC(=S)NC2CCN(Cc3ccccc3)CC2)cc1	1	1	-6	4	0.6	1	-28	-0.83	-3
CCOc1ccc(C(=O)Nc2cnn(Cc3ccc(Cl)c(Cl)c3)c2)cc1	-2	1	8	6	-0.3	-3	-13[20 µM]	0.017	11
CC1CCC2(CC1)NC(=O)N(CC(=O)Nc1ccc3c(c1)OCCO3)C2=O (stereo unspecified)	1	-1	-3	-4	0.7	1	-15	0.51	-5
CC1CCN(S(=O)(=O)c2ccc(NC(=O)c3cccs3)cc2)CC1	-4	-3	-21	10	0.0	6	-11	-1.2	-1
Cn1nccc1C(=O)Nn1cnnc1	1	-2	0	11	0.9	-1	-10	/	5
CCCc1cc(C(=O)Nc2sc(C(C)=O)c(C)c2C(=O)OCC)no1	3	-2	-5	13	0.5	-4	-3	1.6	0
Clc1ccc(OCCCn2ccnc2)c(Br)c1	0	0	-6	15	0.1	2	-15	0.61	8
CCOC(=O)C1(CC/C(C)=N\NC(N)=O)CC(C)OC1=O (stereo unspecified)	-3	-4	-15	4	1.1	-4	-11	0.72	2
O=C(NCCCO)C(=O)c1c(-c2ccccc2)cc2ccccn12	2	1	2	7	1.9	4	-18	-0.69	0
COc1cc(C2SCC(=O)N2c2nnc(C34CC5CC(CC(C5)C3)C4)s2)cc(OC)c1OC (stereo unspecified)	1	-7	-14	11	0.0	0	-16[20 µM]	/	3
O=C(NCC1CCCN(C(=O)c2cscn2)C1)c1ccc(-c2ccccc2)cc1 (stereo unspecified)	0	-12	-4	4	-0.3	-6	-6	-5.3*	-7
Nc1nc(CCOc2ccc(F)cc2)cs1	5	0	-1	11	0.5	2	-11	0.042	-1
O=C(/C=C\c1ccco1)Nc1ccc(N2CCN(C(=O)c3ccccc3)CC2)cc1	-1	-4	-6	6	-0.7	2	-8	-0.13	4
Cc1ccc(-c2csc(NC(=O)C3=NN(C4CCS(=O)(=O)C4)C(=O)CC3)n2)cc1 (stereo unspecified)	0	-5	0	5	-1.3	-3	-7	-0.23	0
CC(C)(C)OC(=O)N1CCN(C(=O)c2cccnc2Cl)CC1	4	2	-28	2	2.3	1	-18	-0.34	-4
CCCCCNC(=O)CCCCn1c(=O)[nH]c2cc(OCC)c(OCC)cc2c1=O	-2	-1	-9	2	1.0	-2	-18	/	-8
Nc1nc(SCc2ccc(Cl)cc2)[nH]c(=O)c1-c1ccccc1	-1	-3	-10	7	0.4	0	-13[20 µM]	-0.42	-2
CC(C)C(=O)OCc1cn(-c2ccc(Cl)c(Cl)c2)nn1	2	-5	-3	4	0.6	3	-21	0.44	-4
O=C(Cc1ccc(Cl)cc1)NC1CC1	-1	-4	-4	-1	0.0	2	-11	1	-4
Cc1ccc2c(c1)c1c(n2CC(O)Cn2nc(C)c(Br)c2C)CCCC1 (stereo unspecified)	0	-6	-27	3	-0.9	-3	0[20 µM]	1.2	2
O=C(CN(Cc1cccs1)C(=O)CNS(=O)(=O)c1ccc(Cl)cc1)NCC1CCCO1 (stereo unspecified)	5	-4	-2	2	0.3	5	-14	0.38	-3
CCc1c(C)nc(N)n2c(SCC(=O)N3CCCC(C)C3)nnc12 (stereo unspecified)	1	4	-13	21	-1.0	-4	-19	/	4
CCCCSc1nnc(-c2ccc(C)cc2)n1C	1	-5	-10	4	0.1	3	-20[20 µM]	0.17	2
COc1ccc(CCNC(=O)COc2ccc(N(C)S(=O)(=O)c3ccc(C)cc3)cc2)cc1	-1	-2	/	10	0.4	-1	-28	0.81	2
Cc1cc(N/C=C\C(=O)c2ccc(Cl)c(Cl)c2)no1	0	4	5	18	0.3	-1	1[20 µM]	0.28	5
N#Cc1c(N)sc(=S)c2c1CCCCC2	-2	-3	-2	5	0.1	4	-17[20 µM]	-0.37	2
CC(C)C(c1nnnn1Cc1ccc(F)cc1)N1CCN(Cc2ccc3c(c2)OCO3)CC1 (stereo unspecified)	-4	0	15	8	-0.9	-3	-26	/	4
CCNC1=C(Cl)C(=O)c2ccccc2C1=O	-2	-4	-14	5	0.8	1	-3[20 µM]	-2.5	3
CC(=O)C(=Nc1ccc(Cl)cc1Cl)NNc1cccc(Cl)c1	-2	6	4	19	0.0	-2	-16[20 µM]	/	4
CN1CCN(c2ccc(CNC(=O)c3ccc4c(c3)OCCO4)cc2)CC1	0	-4	0	8	-1.1	3	-11	-0.054	-3
O=C(O)/C(=C\c1ccccc1)c1ccccc1	0	-9	-4	-3	1.3	6	-27	-0.033	-9
Nc1ccc(-c2nc3ccc(-c4nc5ccccc5o4)cc3[nH]2)cc1	1	-38	i	-58	-0.8	3	-9	/	-64
O=C(Nc1ncn[nH]1)c1ccc(Cl)cc1Cl	4	-1	3	4	0.9	6	-21	0.21	3
CCOC(=O)N1CCC(Nc2nc3ccccc3n3nnnc23)CC1	3	-1	-28	15	-0.4	4	-26	0.85	2

(listing goes on)
compound	Wee1 stabilizer	Thrombin inh	hK5 inh	FXIIa inh	PERK inh	p97 inhibitor	Furin inhibitor	Cl transport mod	FXIa inh
COc1cccc(N2CCN(c3cnc4ccccc4n3)CC2)c1	6	0	-1	11	1.1	-2	-23	0.039	8
COc1ccc(C2N3CC4(C)CN2CC(C)(C3)C4O)cc1 (stereo unspecified)	5	0	0	1	0.9	4	-7	-0.034	1
OCCC1CN(Cc2cnc(N3CCOCC3)s2)CCN1C1CCCC1 (stereo unspecified)	-2	0	/	10	0.2	2	-32	-0.7	-5
CC(=O)Nc1nc(C)c(CCC2OCCO2)c(=O)[nH]1	11*	2	1	6	0.4	0	-4	0.0042	3
CCCN1C(=O)c2cc(C(=O)NCc3ccc(OC)cc3)ccc2C1O (stereo unspecified)	-1	0	-1	4	-0.2	-6	-25	0.0018	3
Fc1ccc(C2c3[nH]c4ccccc4c3CCN2CCCn2cccn2)cc1 (stereo unspecified)	0	-7	-1	3	-0.2	9	-6	-0.73	1
c1ccc(N2CCN(c3cnccn3)CC2)nc1	0	3	-8	15	1.7	5	-17	0.8	6
CC(C)c1ccc(NC(=O)CNC(=O)Cn2cnc3ccccc3c2=O)cc1	5	4	-4	13	-0.4	-2	-18	0.47	2
COC(=O)c1cccnc1NC(=S)NNC(=O)c1ccccc1	1	-3	-9	14	0.6	2	-9[20 µM]	0.16	6
CCC1(c2ccc(F)cc2)NC(=O)N(CC(=O)Nc2ccc(-c3nc4ccc(C)cc4s3)cc2)C1=O (stereo unspecified)	8	-1	-10	10	1.0	4	-28	-0.0028	7
Cc1ccc(NC(=O)CCNS(=O)(=O)c2ccc3c(c2)oc(=O)n3C)cc1	3	-1	-12	5	1.5	6	-32	0.018	-6

Part of the list above in order of molar mass, largest number first:
compound	Wee1 stabilizer	Thrombin inh	hK5 inh	FXIIa inh	PERK inh	p97 inhibitor	Furin inhibitor	Cl transport mod	FXIa inh
CC1CCN(S(=O)(=O)c2ccc(NC(=O)c3cccs3)cc2)CC1	-4	-3	-21	10	0.0	6	-11	-1.2	-1
CCOC(=O)N1CCC(Nc2nc3ccccc3n3nnnc23)CC1	3	-1	-28	15	-0.4	4	-26	0.85	2
CCC(CC)NC(=O)c1cccc(NC(=O)C(C)C)c1	-2	0	-6	9	0.1	3	-3	0.0038	6
